# Bioassay records from PubChem.
# TNAP inh noacc: human TNAP enzyme inhibitors, primary screen, biochemical, luminescent, no phosphate acceptor, uHTS | AID 1012, 2008 | 200,000 compounds, 0.26% hits | purified TNAP, CDP-star luminescence, 30 min | inhibition, % at 20 µM | Alkaline phosphatase, tissue-nonspecific isozyme (Homo sapiens), P05186;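 active = tissue-nonspecific alkaline phosphatase inhibition above about 50% at 20 µM in the single-dose screen, limit read from the data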;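 note: 0% = DMSO negative control and 100% = EDTA positive control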
# Target sequence (P05186 whole entry, looked up): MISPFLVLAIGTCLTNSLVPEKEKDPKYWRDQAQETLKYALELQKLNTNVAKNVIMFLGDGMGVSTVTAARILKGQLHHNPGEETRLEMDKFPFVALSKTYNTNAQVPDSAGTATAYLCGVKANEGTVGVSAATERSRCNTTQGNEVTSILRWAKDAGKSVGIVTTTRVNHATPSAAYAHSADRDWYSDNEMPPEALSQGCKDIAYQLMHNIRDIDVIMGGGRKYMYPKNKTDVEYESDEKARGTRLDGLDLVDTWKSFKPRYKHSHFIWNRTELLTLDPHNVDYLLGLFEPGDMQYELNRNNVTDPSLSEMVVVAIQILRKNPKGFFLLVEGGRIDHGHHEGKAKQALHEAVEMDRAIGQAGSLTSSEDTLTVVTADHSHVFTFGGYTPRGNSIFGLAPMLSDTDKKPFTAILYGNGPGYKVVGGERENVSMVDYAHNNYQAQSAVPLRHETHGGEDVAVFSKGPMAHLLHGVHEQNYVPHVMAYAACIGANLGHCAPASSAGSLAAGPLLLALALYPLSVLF
# TNAP inh hiacc: human TNAP enzyme inhibitors, primary screen, biochemical, luminescent, high phosphate acceptor level, uHTS; Alkaline phosphatase, tissue-nonspecific isozyme (Homo sapiens), P05186; purified TNAP, CDP-star luminescence, 1 M DEA; inhibition, % at 20 µM; 200,000 compounds, 0.03% hits;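 active = over 50% inhibition of tissue-nonspecific alkaline phosphatase at 20 µM in the single-dose screen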;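 note: plate controls were DMSO wells for no effect and EDTA-quenched wells as full inhibition for full effect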
# Redox H2O2 prof: compounds producing H2O2 with reducing agent – biochemical, NIH compound library profiling, artefact control for MLSCN library redox annotation, primary screen; activation, % at 10 µM; DTT-dependent redox cycling H2O2, phenol red/HRP absorbance; 100% = 100 µM peroxide control, 0% = buffer; AID 878, 2007; 200,000 compounds, 0.03% hits;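 active = activation of at least 50% relative to the plate's high and low controls in the primary single-dose screen; inactive = activation below 50%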;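 note: compound incubated with DTT at 0.8 mM final as the reducing agent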
# PMI act: activators of human PMI, primary screen, biochemical, fluorescence intensity, near-Km mannose 6-phosphate; Mannose-6-phosphate isomerase (Homo sapiens), P34949; purified human PMI, coupled resazurin fluorescence, 20 min; active compounds read high; 1 = vehicle control, 0 substrate-free wells; activation factor at 20 µM; 190,000 compounds, 0.005% hits;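 active = activation factor of 2 or more at 20 µM, relative to plate controls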
# Target sequence (P34949 whole entry, looked up): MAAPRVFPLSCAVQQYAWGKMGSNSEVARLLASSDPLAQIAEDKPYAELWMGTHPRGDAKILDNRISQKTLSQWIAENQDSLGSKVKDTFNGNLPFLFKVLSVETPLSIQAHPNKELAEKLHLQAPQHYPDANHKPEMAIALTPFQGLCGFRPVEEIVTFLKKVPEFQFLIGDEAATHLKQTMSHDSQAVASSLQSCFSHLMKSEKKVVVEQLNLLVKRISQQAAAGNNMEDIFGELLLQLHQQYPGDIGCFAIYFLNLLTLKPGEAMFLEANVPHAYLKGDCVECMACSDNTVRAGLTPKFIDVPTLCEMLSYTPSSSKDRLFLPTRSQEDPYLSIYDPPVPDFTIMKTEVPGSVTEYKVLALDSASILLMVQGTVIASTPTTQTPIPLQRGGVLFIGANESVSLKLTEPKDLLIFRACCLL
# Hsp70 activator: Hsp70 transcriptional activators, primary screen, cell-based, HeLa, Hsp70 promoter luciferase, luminescence, 10 µM; HeLa Hsp70 promoter luciferase reporter; scaled: vehicle 0, proteasome-inhibitor control 100%; activation, % at 10 µM; 200,000 compounds, 0.04% hits;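 active = activation above the mean across all tested compounds plus 3 SD, cutoff set per campaign, cut at about 5.5% in these data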;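 note: 100% = MG132 at 30 µM as the positive control and 0% = DMSO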
# HMGR II inh: inhibitors of E. faecalis class II HMGR, primary screen, biochemical, Enterococcus faecalis; inhibition, % at 10 µM; HMG-CoA reductase (Enterococcus faecalis, mvaE); purified E. faecalis HMGR, NADPH absorbance 340 nm kinetic; 190,000 compounds, 0.41% hits;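 active = inhibition above a set limit, the median over all tested compounds plus 3 SD, cut at about 9.5% in these data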;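 note: enzyme runs in reverse so mevalonate oxidation gives rising NADPH absorbance; 0% = complete reaction with DMSO and 100% = background rate lacking mevalonate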
# RAM inhibit: inhibitors of the yeast RAM network, primary screen, dse1pr::URA3 reporter, 5-FOA selection; S. cerevisiae dse1pr::URA3 reporter, 5-FOA growth OD615, 2 d; analog-sensitive cbk1-as2 kinase mutant strain; inhibition, % at 50 µM; 190,000 compounds, 1.8% hits;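 active = inhibition above a set limit, 3 SD over mean compound inhibition, cut at about 8.4% in these data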;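 note: 0% = DMSO-only wells with no growth and 100% = 10 µM 1-NA-PP1 full growth; inhibition rescues growth on 5-FOA so higher OD means more RAM inhibition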
# L major viab: Leishmania major promastigote growth inhibition, primary screen; inhibition, % at 10 µM; 200,000 compounds, 9% hits; Leishmania major promastigotes, resazurin fluorescence viability; in the data active = inhibition above about 50%;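 note: promastigotes grown with compound for 44 hours at 28 °C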
# S1P3 antagonist: S1P3 receptor antagonists, primary screen, cell-based; Sphingosine 1-phosphate receptor 3 (Homo sapiens), Q99500; CHO S1P3 NFAT-BLA reporter, FRET fluorescence, antagonist mode; inhibition, % at 4.98 µM; 170,000 compounds, 0.27% hits; AID 485, 2006;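 active = inhibition above the plate cutoff, the mean inhibition of test wells on that plate plus 3 SD, cut at about 28% in these data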;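 note: cells challenged with S1P at its EC80 of 0.8 µM; blue over green emission ratio from cleaved BLA substrate after 4 h stimulation; 0% = S1P-stimulated wells and 100% = unstimulated DMSO-only wells; some compounds past the cut are filed as inactive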
# PMI act hi M6P: human PMI activators, high substrate, primary screen, biochemical, fluorescence intensity, near-saturating mannose 6-phosphate; activation factor at 20 µM; AID 1216, 2008; 190,000 compounds, 0.34% hits; coupled PMI enzyme assay, resazurin fluorescence, 20 min; active compounds read high; 1 = untreated enzyme, 0 = substrate-free blank;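 active = activation factor of 2 or more at 20 µM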
#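 Technique: Diaphorase-driven resazurin-to-resorufin fluorescence, excitation 544, emission 590 nm | Assay system: Human PMI in coupled enzyme assay | Times: Enzyme reaction with compound 20 min at room temperature | Medium: HEPES-buffered pH 7.4 with magnesium and detergent | Reagent: Mannose-6-phosphate 1.0 mM (near-saturating) plus 0.22 mM NADP+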
# An asterisk follows results filed as active; . = no result given.
SMILES,TNAP inh noacc,TNAP inh hiacc,Redox H2O2 prof,PMI act,Hsp70 activator,HMGR II inh,RAM inhibit,L major viab,S1P3 antagonist,PMI act hi M6P
O=C(Cc1cccs1)Nc1nncs1,-16,-7,-3.2,0.9,-0.5,1,1.1,-4,16,1
O=C(COc1ccc([N+](=O)[O-])cc1)N/N=C/c1ccccn1,-1,0,-4.6,0.8,-0.5,-5,-1.1,2,.,0.8
COc1ccc(-n2c(Cc3cccn3C)nnc2SCC(N)=O)cc1,-4,1,0.0,0.9,-0.2,-5,0.0,-6,-45,0.9
Cc1cc(C)c2c(n1)nn1c(C3CC3)cc(C(F)(F)F)nc21,.,.,1.1,.,0.0,.,.,-1,-7,.
O=C(Nc1nc2nc(-c3ccccc3)cc(-c3ccccc3)n2n1)c1ccco1,5,-5,0.2,0.9,0.3,1,3.1,38,-9,1
CCn1c(C)c(C(C)=O)c(N2CCCCC2)nc1=S,-16,-6,-5.4,0.9,0.0,-1,0.7,8,4,0.9
O=C(NCc1ccccc1)c1ccc(-c2ccccc2C(F)(F)F)o1,-4,2,-0.1,0.9,-0.2,-6,6.1,0,-21,0.9
COc1ccccc1NC(=O)c1ccc(NS(=O)(=O)c2cccc3cccnc23)cc1,-17,-4,0.8,0.9,-0.2,-3,6.8,1,3,1
COc1ccc2nc(SCC(=O)N3CCCCCC3)c(C#N)cc2c1,-5,-6,0.2,1.1,-0.4,-1,4.0,80*,6,0.8
CNc1ccc(/C=C2\CSc3ccccc3C2=O)cc1[N+](=O)[O-],16,14,-0.3,1.1,-0.2,-2,4.7,99*,-14,1
COc1ccc(Cl)cc1C(=O)Nc1ccc(NC(=O)c2ccco2)cc1,-8,-3,1.9,0.9,0.1,-7,2.1,-5,23,1
O=C(Nc1ccccc1)c1cccc(S(=O)(=O)N2CCCCC2)c1,3,-4,-0.5,1.1,-0.1,5,0.5,20,.,1
CCOC(=O)c1c(-c2ccc(-c3ccccc3)cc2)csc1NC(=O)c1cccc(N2C(=O)CCC2=O)c1,-8,-4,0.5,1,-0.1,-6,7.5,3,1,1.1
CCOc1ccc(OCCCCn2ccnc2)cc1,-10,0,-0.1,0.9,0.0,0,3.9,4,-6,0.9
COC(=O)CNC(=O)c1cn(CC(C)C)c(=O)c2cc(OC)c(OC)cc12,-2,6,-0.2,1,-0.2,1,7.1,6,.,1.1
COC(=O)C(CCCN1C(=O)c2ccccc2C1=O)(NC(C)=O)c1nn[nH]n1 (centres undefined),-9,0,-0.2,1.1,0.5,2,-0.6,-2,-4,1.1
COc1ccc(NC(=O)CCS(=O)(=O)c2cccc3nonc23)c(OC)c1,-6,2,-2.2,1,-0.1,2,4.7,-7,.,1
COc1ccccc1C(=O)Nc1ccc2c(c1)OCO2,-11,-2,-0.7,1,-0.2,-5,1.6,-2,.,1
COc1ccc(-n2c(Cc3cccn3C)nnc2SCC(=O)Nc2ccc(F)cc2F)cc1,3,-2,-2.4,0.9,-0.4,2,2.9,0,9,0.9
CNC(=O)c1nnsc1S(=O)(=O)c1ccc(Cl)cc1,-5,-4,0.7,0.9,0.0,0,-0.1,59*,-4,0.9

# Sorted by molecular weight (low to high): part of the list above
SMILES,TNAP inh noacc,TNAP inh hiacc,Redox H2O2 prof,PMI act,Hsp70 activator,HMGR II inh,RAM inhibit,L major viab,S1P3 antagonist,PMI act hi M6P
CCOc1ccc(OCCCCn2ccnc2)cc1,-10,0,-0.1,0.9,0.0,0,3.9,4,-6,0.9
COc1ccccc1C(=O)Nc1ccc2c(c1)OCO2,-11,-2,-0.7,1,-0.2,-5,1.6,-2,.,1
CNc1ccc(/C=C2\CSc3ccccc3C2=O)cc1[N+](=O)[O-],16,14,-0.3,1.1,-0.2,-2,4.7,99*,-14,1
COc1ccc2nc(SCC(=O)N3CCCCCC3)c(C#N)cc2c1,-5,-6,0.2,1.1,-0.4,-1,4.0,80*,6,0.8
COc1ccc(Cl)cc1C(=O)Nc1ccc(NC(=O)c2ccco2)cc1,-8,-3,1.9,0.9,0.1,-7,2.1,-5,23,1
COC(=O)CNC(=O)c1cn(CC(C)C)c(=O)c2cc(OC)c(OC)cc12,-2,6,-0.2,1,-0.2,1,7.1,6,.,1.1
COc1ccc(NC(=O)CCS(=O)(=O)c2cccc3nonc23)c(OC)c1,-6,2,-2.2,1,-0.1,2,4.7,-7,.,1
COc1ccccc1NC(=O)c1ccc(NS(=O)(=O)c2cccc3cccnc23)cc1,-17,-4,0.8,0.9,-0.2,-3,6.8,1,3,1
COc1ccc(-n2c(Cc3cccn3C)nnc2SCC(=O)Nc2ccc(F)cc2F)cc1,3,-2,-2.4,0.9,-0.4,2,2.9,0,9,0.9
CCOC(=O)c1c(-c2ccc(-c3ccccc3)cc2)csc1NC(=O)c1cccc(N2C(=O)CCC2=O)c1,-8,-4,0.5,1,-0.1,-6,7.5,3,1,1.1

# Further records:
SMILES,TNAP inh noacc,TNAP inh hiacc,Redox H2O2 prof,PMI act,Hsp70 activator,HMGR II inh,RAM inhibit,L major viab,S1P3 antagonist,PMI act hi M6P
CCOC(=O)c1ccc(CSc2n[nH]c(C)n2)o1,-6,-5,-1.2,1,-0.2,-1,1.7,10,-15,1.1
N#CCC(=O)Nc1ccc(C(F)(F)F)cc1N1CCOCC1,-2,-2,-1.5,0.9,1.1,3,0.6,3,-12,0.9
COc1ccc(N2C(=O)CCC(C(=O)NCc3cccnc3)C2c2ccc(OC)c(OC)c2)cc1 (centres undefined),-17,-4,0.1,1,-0.4,-2,1.6,-6,.,1
OCCNc1ncnc2c1c(-c1ccccc1)c(-c1ccccc1)n2Cc1ccco1,-7,6,0.2,0.9,0.1,0,0.8,4,.,0.9
CCC(=O)N=c1sc2c(OC)ccc(OC)c2n1C,.,.,-2.0,.,0.0,.,.,-3,-47,.
CCCNC(=O)c1ccc(SCC(=O)N(CC)CC)c([N+](=O)[O-])c1,-2,-3,0.0,1.1,-0.2,-6,0.8,8,-12,1.1
Cc1ccc(-n2c(CCc3ccccc3)nnc2SCC(=O)NCc2ccccc2)cc1C,-21,-11,-0.2,0.9,-0.2,-1,-0.1,54*,.,1
O=C(NCc1ccccn1)c1cc(-c2ccccc2Cl)on1,-4,-1,1.7,1,0.1,4,0.8,0,.,1
COc1ccc(CC(=O)NC(=S)NNC(=O)COc2c(C)cccc2C)cc1,-8,-6,-0.4,0.9,-0.1,-2,3.8,-4,-20,0.9
COc1ccc(/C=N/NC(=O)c2c([N+](=O)[O-])c(C)nn2C)cc1,-13,1,0.0,0.9,-0.2,-6,0.4,-3,6,1
Cc1c(N=Cc2c(O)n(C3CCCCC3)c(=O)[nH]c2=O)c(=O)n(-c2ccccc2)n1C,38,-10,-1.1,1.1,-0.2,-5,1.9,1,.,1
O=C(Nc1nccs1)c1cc(S(=O)(=O)N2CCCCC2)ccc1Cl,-7,-4,-0.5,1,-0.1,-5,1.1,0,5,1
CCn1c(Cc2ccccc2)nnc1SCC(=O)Nc1ccc(N)cc1,-2,-5,-0.7,1,-0.5,0,0.3,-4,.,1
O=C(CSc1nc2ccccc2c(=O)n1NC(=O)c1ccccc1)c1ccccc1,-4,2,2.4,0.9,0.3,1,3.8,6,.,0.9
O=C(CCN1CCOCC1)Nc1ccc2c(c1)N(C(=O)CN1CCOCC1)c1ccccc1CC2,-13,-2,0.0,1,0.0,-1,0.8,-9,-10,1.1
O=C(c1cccs1)c1no[n+]([O-])c1C(=O)c1cccs1,-4,1,1.6,1,0.1,2,-1.7,-3,-46,1
CC1Cc2nc(SCC(=O)OCc3ccccc3)n(C)c(=O)c2S1 (centres undefined),-11,-6,-0.1,0.9,0.2,-4,0.6,18,-17,0.8
CCCc1cc(-n2ccnc2)n2c(nc3ccccc32)c1C#N,-21,-6,-3.7,0.8,-0.4,0,3.9,4,2,0.8
CC(C)(C)C(=O)Nc1ccccc1C(=O)Nc1ccccn1,-8,0,0.6,1.1,0.1,-4,0.8,1,.,1
Cc1[nH]n(-c2ccc(F)cc2)c(=O)c1/C=N/c1sc2c(c1C#N)CCCC2,-7,-1,-0.7,0.9,-0.2,0,5.0,-12,.,0.9
c1ccc(Cc2nn3c(C4COc5ccccc5O4)nnc3s2)cc1 (centres undefined),-19,-3,2.2,0.6,0.5,-4,1.2,2,-25,0.9
CCCCOC(=O)c1ccc(N/C(=N\S(=O)(=O)c2ccccc2)c2ccccc2)cc1,-14,1,-0.1,0.9,0.4,-1,3.0,17,-3,0.9
COc1ccc(OC)c(Nc2nc(-c3sc(N)nc3C)cs2)c1,-21,6,0.5,0.7,0.0,-5,0.9,-5,20,0.8
CCOC(=O)c1c(C)[nH]c(C(=O)COC(=O)c2ccccn2)c1C,-12,-3,3.1,1,-0.3,-3,-1.1,-7,.,1
COc1ccc(CNC(=O)CCCn2nc(C)c([N+](=O)[O-])c2C)cc1,-3,2,-0.6,0.8,-0.2,0,1.1,-8,11,0.9
COc1ccc(-c2csc(Nc3ccc(S(N)(=O)=O)cc3)n2)cc1OC,-2,2,-0.3,1.1,-0.3,-7,1.7,40,-3,1
Cn1c(C(=O)N2CCCC(C(=O)NCCCc3ccccc3)C2)cc2sccc21 (centres undefined),-9,1,0.2,0.8,-0.3,-2,-0.8,9,-1,0.8
CCCN(Cc1ccccc1)C(=O)Nc1ccc2c(c1)nnn2C,-7,0,0.4,0.9,-0.3,0,-0.5,-2,10,0.9
CCOc1ccccc1-n1c(SCC(=O)N2CCCC2)nnc1-c1ccc(O)cc1,-2,-10,0.1,1.1,-0.5,-10,0.8,-7,.,1.2
CC1CCN(C(=O)CSc2nc3ccccc3c(=O)n2Cc2ccc3c(c2)OCO3)CC1,1,6,2.1,1,0.6,1,1.7,8,.,1.1
CC(C)NC(=S)N/N=C/c1ccccc1[N+](=O)[O-],-8,-1,0.1,1,-0.1,0,0.7,-7,0,1
O=c1[nH]ncc2c3ccccc3n(Cc3ccccc3)c12,-4,-2,1.6,1,-0.1,3,1.6,1,-39,1
O=C(N/N=C/c1ccccc1C(=O)O)C(=O)N1CCCCC1,-10,-4,-1.0,1,0.2,-3,1.8,-2,-11,1

# No enrichment for hits, and some 12% of all compounds hit somewhere here.
